3T3 cytotox: kills NIH 3T3 cells; NIH 3T3 viability, CellTiter-Glo ATP luminescence, 48-72 h; actives 4.3% (n = 94,000); Potency, µM (series often up to 96.7 µM), for inactives: top-dose activity change, negative = cytotoxicity, hits mostly inhibitors; note: potency is the fitted concentration of half-maximal effect; nearly all actives have a fitted effect of over 55% in size
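NIH 3T3 cells at 400 cells/well received 23 nL of compound by pintool and were incubated 48 or 72 h at 37 °C. Viability was read as ATP-coupled CellTiter-Glo luminescence.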
HEK cytotox: kills HEK 293 cells. HEK 293 viability, ATP luminescence (CellTiter-Glo), 48-72 h. Potency, µM (highest dose often 115 µM), without a hit: top-dose activity change, negative = cytotoxicity, hits mostly inhibitors. actives 6.6% (n = 94,000); note: potency is the fitted concentration of half-maximal effect; nearly all actives have a fitted effect of over 60% in size
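HEK 293 seeded at 250 cells/well receive compound via pintool. After 48 or 72 hr at 37 degree Celsius, 5% CO2 and 95% humidity, CellTiter-Glo is dispensed and luminescence read following 10 min at room temperature.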
SNCA expr inhib: SNCA gene expression inhibition | Potency, µM (series often up to 57.2 µM), for inactives: at the top dose activity change, negative = inhibition, actives largely listed as inhibitors | HEK-293 SNCA-luciferase knock-in, luminescence, 24 h | actives 0.17% (n = 140,000);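 note: potency is the fitted concentration of half-maximal effect; plate controls were DMSO cells for no effect and cell-free wells for full effect; nearly all actives have a fitted effect of over 45% in size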
Luciferase inh: blocks purified firefly luciferase enzyme activity; purified P. pyralis luciferase, luminescence, biochemical; Potency, µM (titrated, usually from 115 µM), for the others: at the top dose activity change, negative = inhibition, actives largely listed as inhibitors; actives 2.5% (n = 76,000); P08659; note: potency is the fitted concentration of half-maximal effect; nearly all actives have a fitted effect of over 65% in size
Target sequence (P08659 whole entry, looked up): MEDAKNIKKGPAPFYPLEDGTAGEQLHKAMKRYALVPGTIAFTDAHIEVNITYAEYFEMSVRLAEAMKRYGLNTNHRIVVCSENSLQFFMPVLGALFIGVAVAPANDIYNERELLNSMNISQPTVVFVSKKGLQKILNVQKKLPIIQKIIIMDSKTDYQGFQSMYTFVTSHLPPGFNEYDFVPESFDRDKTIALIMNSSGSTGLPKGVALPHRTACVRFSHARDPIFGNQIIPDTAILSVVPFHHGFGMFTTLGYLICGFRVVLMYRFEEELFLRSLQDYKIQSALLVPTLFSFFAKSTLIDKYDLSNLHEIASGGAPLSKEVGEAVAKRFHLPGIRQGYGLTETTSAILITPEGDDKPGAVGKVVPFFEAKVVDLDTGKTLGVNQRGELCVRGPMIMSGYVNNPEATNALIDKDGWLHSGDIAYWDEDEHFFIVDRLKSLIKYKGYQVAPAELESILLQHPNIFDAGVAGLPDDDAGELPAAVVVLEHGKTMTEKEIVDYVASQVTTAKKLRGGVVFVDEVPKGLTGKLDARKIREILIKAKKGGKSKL
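Luminescence read by CCD imaging after purified firefly luciferase (10nM final) was added to substrate buffer holding 10uM D-luciferin and 10uM ATP, pH 7.5, pre-dosed with compound.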
GPT2 inhibitor: blocks human glutamate pyruvate transaminase 2 | Q8TD30 | Recombinant GPT2, coupled pyruvate oxidase/HRP Amplex Red fluorescence | Potency, µM (series often up to 57.7 µM), inactives show at the highest dose activity change, negative = inhibition, actives largely listed as inhibitors | actives 0.25% (n = 100,000) | AID 1671188; note: potency is the fitted concentration of half-maximal effect; nearly all actives have a fitted effect of over 60% in size; many of its hits are not listed in these tables
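Fluorescence of coupled pyruvate oxidase/HRP/Amplex Red system (50uM Amplex, 30 min, dark) reports pyruvate formed by GPT2. Enzyme reaction: 10ng/uL GPT2, 2mM L-alanine, 250uM a-KG, 30 min room temperature, pH 7.5; 50uM AOA control.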
IP6K1 inh: blocks human inositol hexakisphosphate kinase 1. AID 1645851. activity change, % (series mostly up to about 58 µM). Q92551. actives 0.81% (n = 140,000). IP6K1 kinase, ADP-Glo luminescence, 2 h; active compounds read low; in the data active = activity change below about -25%
Target sequence (Q92551 whole entry, looked up): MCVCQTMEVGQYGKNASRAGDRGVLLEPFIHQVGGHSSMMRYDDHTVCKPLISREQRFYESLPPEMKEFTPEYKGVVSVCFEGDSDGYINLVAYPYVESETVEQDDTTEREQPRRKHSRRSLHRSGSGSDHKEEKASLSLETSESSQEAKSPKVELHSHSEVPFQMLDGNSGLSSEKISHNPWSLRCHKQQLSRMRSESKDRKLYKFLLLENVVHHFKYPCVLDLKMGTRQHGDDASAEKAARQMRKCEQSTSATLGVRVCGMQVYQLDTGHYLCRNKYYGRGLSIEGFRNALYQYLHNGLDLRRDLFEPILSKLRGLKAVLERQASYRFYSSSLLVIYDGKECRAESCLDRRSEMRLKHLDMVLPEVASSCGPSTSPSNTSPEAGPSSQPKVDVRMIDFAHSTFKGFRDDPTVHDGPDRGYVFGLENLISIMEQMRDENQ
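ADP-Glo luminescence measures ADP made by human IP6K1 during a 2 h RT reaction with ATP/IP6 (mix at 1.3 mM/130 uM); top library doses 57.5 and 19.1 uM final.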
SNCA viab count: reduces viability of HEK-293 SNCA reporter cells; HEK-293-SNCA-luc viability, GF-AFC fluorescence, 24 h; AID 1671193; Potency, µM (series often up to 57.1 µM), without a hit: at the highest dose activity change, negative = cytotoxicity, actives largely listed as cytotoxic; actives 0.12% (n = 150,000);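 note: potency is the fitted concentration of half-maximal effect; 0% = DMSO-treated cells and -100% = medium-only wells without cells; nearly all actives have a fitted effect of over 30% in size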
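HEK-293-SNCA-luc cells (1500/well) plated 24 h, then exposed 24 h to a dilution series; GF-AFC added 30 min at 37C, fluorescence 405/540 nm; normalised to medium-only and DMSO wells, Hill fit.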
* hit, by the source's call; i = inactive; ? = inconclusive; · = no result given; [ ] = dose if it differs, or a comment. Unless noted, calls come from the whole dose curve; as a rule, active = well fitted curve in the direction sought with a large enough effect; inconclusive = small, poorly fitted or top-dose-only effect, or another doubt; inactive = no such curve, though single readings can be large; an effect the other way counts as inactive or inconclusive. Unless noted, % is set by controls: 0 for no effect and ±100 for the full control effect. The list is partial (hit frequency here may not be typical).

1) CC(=O)Nc1ccccc1-c1nc2ccccc2n(C(C)C(=O)Nc2ccccc2C(F)(F)F)c1=O (stereo not drawn)
2) O=C(Cc1ccccc1)Nc1ccc([C@@H](O)[C@H]2COCC(=O)N2Cc2ccccn2)cc1
3) CN(C(=O)C1CC1)C1CCCc2ccccc21 (stereo not drawn)
4) Cc1ccc(S(=O)(=O)NCc2nc3cccnc3n2Cc2ccccc2Cl)c(C)c1
5) O=C(CN1C(=O)NC2(CCCCC2)C1=O)N1CCCCCC1
6) CNC(=O)N1CCCN(C)c2ccccc21
7) O=C(NCc1ccnc2[nH]ccc12)c1ccc2ccccc2n1
8) COc1cc(C(=O)Nc2ccc(OCc3cc(=O)n4cc(C)sc4n3)cc2)cc(OC)c1OC

assay / entry | 1 | 2 | 3 | 4 | 5 | 6 | 7 | 8
SNCA viab count | ? | 5%[87.6 µM] | 6%[87.6 µM] | -27% | 5% | 10% | -17%[87.6 µM] | 15%
SNCA expr inhib | 13% | -8%[87.6 µM] | -1%[87.6 µM] | 31% | 14% | -2% | 21%[87.6 µM] | -10%
HEK cytotox | · | -9%[172 µM] | ? | · | -5% | i | 89µM* | ·
3T3 cytotox | · | -11%[138 µM] | ? | · | 5% | i | ? | ·
Luciferase inh | · | -15%[172 µM] | -5%[230 µM] | · | 2% | 3% | ? | ·
GPT2 inhibitor | · | i | -3%[88.5 µM] | · | 1% | i | 3%[88.5 µM] | ·
IP6K1 inh | 13 | 2 | -8 | -5 | 11 | -13 | -3 | -5

9) CN1CCC2(Cc3ccccc3CN(C(=O)Cc3ccccc3)C2)C1 (stereo not drawn)
10) CCN(c1ccccc1)S(=O)(=O)c1nnc(NC(=O)C(C)(C)C)s1
11) Cc1ccccc1CNC(=O)COc1ccc(NC(=O)C2CC2)cn1
12) Cc1ccc(NCc2ccccc2-c2nnc(-c3ccccc3Cl)o2)cc1Cl
13) Cc1ccc(S(=O)(=O)c2[nH]c(-c3ccccc3)nc2SC(C)C(=O)O)cc1 (stereo not drawn)
14) O=C(NCc1cccnc1)c1c(OCC2CC2)cc(=O)n2c1CCCCC2
15) COc1ccccc1-c1ccc2c(n1)CN(Cc1csc(C)n1)C(=O)CO2
16) Cc1ccc(Cn2c(CNC(=O)c3cccc(C)c3)nc3ccccc32)cc1

assay / entry | 9 | 10 | 11 | 12 | 13 | 14 | 15 | 16
SNCA viab count | -13% | 7% | 8% | 0% | 7% | -8% | 3%[87.6 µM] | 7%
SNCA expr inhib | -19% | 7% | -1% | 55%[activator] | 5% | -21% | 7%[87.6 µM] | -7%
HEK cytotox | ? | · | 4% | · | · | -6% | -11%[172 µM] | ·
3T3 cytotox | -26% | · | 0% | · | · | -22% | 45µM* | ·
Luciferase inh | · | · | -13% | · | · | 2% | 2%[172 µM] | ·
GPT2 inhibitor | 0% | · | i | · | · | i | i | ·
IP6K1 inh | -13 | 3 | 0 | -6 | -11 | 4 | -6 | 9

17) COc1ccc(C(=O)N2CCCC(Cc3ncc(C)n3Cc3ccc(F)cc3)C2)cn1 (stereo not drawn)
18) O=C1CCCCC(C(=O)NCc2ccc(OC(F)(F)F)cc2)N1 (stereo not drawn)
19) Cc1ccc(C(=O)N2CCC(N3C(=O)c4c(c(C)nn4-c4ccccc4)C3C)CC2)cc1 (stereo not drawn)
20) Fc1ccc(-c2cnc3n2C[C@H](CNCC2CCCCC2)OC3)cc1
21) COc1ccc(C2c3c(n(C)c4ccccc34)C(=O)N2CC(=O)Nc2ccc(Cl)cc2)cc1 (stereo not drawn)
22) CC(=O)c1cc2c(cc1N/C(=N/S(=O)(=O)c1ccc(Br)cc1)c1ccccc1)OCO2
23) Cc1ccc(C)c(CN2C(=O)c3ccccc3S(=O)(=O)c3ccc(C(=O)N4CCCCCC4)cc32)c1
24) O=C(NCc1ccc(OC(F)(F)F)cc1)NC1CCc2n[nH]c(=O)n2CC1 (stereo not drawn)

assay / entry | 17 | 18 | 19 | 20 | 21 | 22 | 23 | 24
SNCA viab count | -10% | 7% | · | 0%[87.6 µM] | -3% | -2% | 6% | 0%
SNCA expr inhib | 14% | 7% | · | 2%[87.6 µM] | -7% | 28% | 2% | 3%
HEK cytotox | -27% | -15% | ? | ? | · | · | · | -9%
3T3 cytotox | -5% | -29% | ? | ? | · | · | · | -9%
Luciferase inh | 3% | · | · | -13%[172 µM] | · | · | · | -2%
GPT2 inhibitor | -5% | i | · | -6%[88.5 µM] | · | · | · | i
IP6K1 inh | -1 | -7 | -10 | 15 | 10 | -14 | 19 | -14

25) COc1ccc(S(=O)(=O)N2CCN(c3ccccc3OC)CC2)cc1-c1noc(C)n1
26) CN1C(=O)COC[C@@H]1[C@H](O)c1ccc(NC(=O)c2ccccc2)cc1
27) Cc1ncc(CSSCc2cnc(C)c(O)c2CO)c(CO)c1O
28) CC(C)Oc1cccc2c1c(NC(=O)C1CCCO1)nn2Cc1ccccc1 (stereo not drawn)
29) COc1ccccc1OCCCN1CCN(Cc2ccccc2)CC(O)C1 (stereo not drawn)
30) COc1ccc(CC(=O)N2CCC3(CC2)CN(C(=O)c2ccc(OC)cc2)CCO3)cc1
31) Cc1nn2c(=O)cc(COC(=O)CNC(=O)c3ccc(F)cc3)nc2s1
32) CN(Cc1ccccc1)C(=O)C1CCC(CNS(=O)(=O)c2ccc3c(c2)CCCC(=O)N3)CC1 (stereo not drawn)

assay / entry | 25 | 26 | 27 | 28 | 29 | 30 | 31 | 32
SNCA viab count | 10% | 11%[87.6 µM] | 0%[23.9 µM] | -4% | 1% | -1% | 6% | ?
SNCA expr inhib | 10% | 1%[87.6 µM] | -50%[25.6 µM] | -7% | 7% | 1% | -12% | 18%
HEK cytotox | · | 0%[172 µM] | · | 45µM* | ? | i | · | ·
3T3 cytotox | · | -16%[174 µM] | · | ? | -24% | i | · | ·
Luciferase inh | · | -15%[172 µM] | · | 5% | 9% | · | · | ·
GPT2 inhibitor | · | -6%[88.5 µM] | 1% | i[11.5 µM] | i | -2% | · | ·
IP6K1 inh | 12 | 3 | -1 | -5 | -11 | -12 | -3 | 5

33) CC(C)(C)c1nnc([C@H]2CCN(Cc3cnc4ccccc4c3)C2)o1
34) Cc1ccccc1C(=O)N1CCCC1C(=O)N1CCC(N2Cc3cccn3C2=O)CC1 (stereo not drawn)
35) Cc1ncccc1Oc1ncnc(-c2cc(N)nc3[nH]ccc23)c1C
36) CCOc1ccccc1NS(=O)(=O)c1c(C)nc2sccn2c1=O
37) Cc1cccc(NC(=O)N2CC(Oc3ccccc3-c3noc(C)n3)C2)c1
38) COc1ccc(NC(=O)[C@H]2O[C@@H]3OC(C)(C)O[C@@H]3[C@H]3OC(C)(C)O[C@H]32)c(OC)c1
39) COc1ccc(CNC(=O)CCc2c(C)nc3c(c(C)nn3-c3ccccc3)c2C)cc1
40) COc1ccc(C2(C(=O)N3CC4CC(C3)[C@H]3CCCC(=O)N3C4)CC2)cc1 (stereo partly drawn)

assay / entry | 33 | 34 | 35 | 36 | 37 | 38 | 39 | 40
SNCA viab count | -14%[87.6 µM] | 9% | -5% | 9% | 0% | ? | -6% | 3%
SNCA expr inhib | 11%[87.6 µM] | 5% | -11% | 22% | -7% | 17% | -8% | 20%
HEK cytotox | ? | -3% | ? | · | -6% | · | · | 1%
3T3 cytotox | ? | -24% | -25% | · | -12% | · | · | i
Luciferase inh | -11%[172 µM] | · | 0% | · | 2% | · | · | 1%
GPT2 inhibitor | -1%[88.5 µM] | i | i | · | ? | · | · | -4%
IP6K1 inh | -1 | 21 | 2 | 6 | 1 | 3 | 10 | 2

41) Cc1cc(C)cc(NC(=O)CNS(=O)(=O)c2ccc3nc(C)sc3c2)c1
42) CN(C)c1nc2c(c(=O)[nH]1)CCN(Cc1ccc(Cl)cc1)CC2
43) Cc1ccc(S(=O)(=O)N(CC(=O)N2CCc3ccccc3C2)c2ccc(C)c(C)c2)cc1
44) Cc1ccc2nc(SCCC(=O)N3CC[C@@](C)(O)[C@@H](O)C3)cc(C)c2c1
45) Nc1nc(CCCNC(=O)C2CC(=O)N(Cc3ccccn3)C2)cs1 (stereo not drawn)
46) COC(=O)C1CCN([C@H]2[C@@H]3OC[C@@H](O3)[C@@H](NC(=O)Nc3cccc(C#N)c3)[C@@H]2O)CC1
47) OCC1CN(C2CCC2)CC12CCN(Cc1ccc(Br)o1)CC2 (stereo not drawn)
48) CCCc1noc(-c2ccn3c(CNC(=O)c4ccc(C)cc4)nnc3c2)n1

assay / entry | 41 | 42 | 43 | 44 | 45 | 46 | 47 | 48
SNCA viab count | 0% | 1% | ? | 8% | -4% | -5%[87.6 µM] | -15%[12.5 µM] | -2%
SNCA expr inhib | -20% | 1% | ? | -28% | 12% | -2%[87.6 µM] | ? | 2%
HEK cytotox | · | -14% | · | -18% | 0% | 4%[172 µM] | ? | i
3T3 cytotox | · | -10% | · | -2% | -8% | 4%[174 µM] | ? | 4%
Luciferase inh | · | 4% | · | -4% | 0% | 2%[172 µM] | -11% | 4%
GPT2 inhibitor | · | -17% | · | i | -5% | -6%[88.5 µM] | -4% | i
IP6K1 inh | 3 | 0 | 28 | -6 | -13 | 10 | 11 | 24

Not a retest: entries from further up.
35) Cc1ncccc1Oc1ncnc(-c2cc(N)nc3[nH]ccc23)c1C
36) CCOc1ccccc1NS(=O)(=O)c1c(C)nc2sccn2c1=O
37) Cc1cccc(NC(=O)N2CC(Oc3ccccc3-c3noc(C)n3)C2)c1
38) COc1ccc(NC(=O)[C@H]2O[C@@H]3OC(C)(C)O[C@@H]3[C@H]3OC(C)(C)O[C@H]32)c(OC)c1
39) COc1ccc(CNC(=O)CCc2c(C)nc3c(c(C)nn3-c3ccccc3)c2C)cc1
40) COc1ccc(C2(C(=O)N3CC4CC(C3)[C@H]3CCCC(=O)N3C4)CC2)cc1 (stereo partly drawn)
41) Cc1cc(C)cc(NC(=O)CNS(=O)(=O)c2ccc3nc(C)sc3c2)c1
42) CN(C)c1nc2c(c(=O)[nH]1)CCN(Cc1ccc(Cl)cc1)CC2
43) Cc1ccc(S(=O)(=O)N(CC(=O)N2CCc3ccccc3C2)c2ccc(C)c(C)c2)cc1
44) Cc1ccc2nc(SCCC(=O)N3CC[C@@](C)(O)[C@@H](O)C3)cc(C)c2c1

assay / entry | 35 | 36 | 37 | 38 | 39 | 40 | 41 | 42 | 43 | 44
SNCA viab count | -5% | 9% | 0% | ? | -6% | 3% | 0% | 1% | ? | 8%
SNCA expr inhib | -11% | 22% | -7% | 17% | -8% | 20% | -20% | 1% | ? | -28%
HEK cytotox | ? | · | -6% | · | · | 1% | · | -14% | · | -18%
3T3 cytotox | -25% | · | -12% | · | · | i | · | -10% | · | -2%
Luciferase inh | 0% | · | 2% | · | · | 1% | · | 4% | · | -4%
GPT2 inhibitor | i | · | ? | · | · | -4% | · | -17% | · | i
IP6K1 inh | 2 | 6 | 1 | 3 | 10 | 2 | 3 | 0 | 28 | -6

45) Nc1nc(CCCNC(=O)C2CC(=O)N(Cc3ccccn3)C2)cs1 (stereo not drawn)

assay / entry | 45
SNCA viab count | -4%
SNCA expr inhib | 12%
HEK cytotox | 0%
3T3 cytotox | -8%
Luciferase inh | 0%
GPT2 inhibitor | -5%
IP6K1 inh | -13
